D2 agonist – D2 dopamine receptor (human) agonism; P14416; HEK293 T-REx D2 cells, calcium flux agonist mode; activation, % at 2 µM; 340,000 tested, 0.53% active; AID 485358;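 active = activation over 3 SD above normal in the single-dose calcium agonist read, cut at about 30% in these data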; also: 0% is about no effect
Target sequence (P14416 whole entry, looked up): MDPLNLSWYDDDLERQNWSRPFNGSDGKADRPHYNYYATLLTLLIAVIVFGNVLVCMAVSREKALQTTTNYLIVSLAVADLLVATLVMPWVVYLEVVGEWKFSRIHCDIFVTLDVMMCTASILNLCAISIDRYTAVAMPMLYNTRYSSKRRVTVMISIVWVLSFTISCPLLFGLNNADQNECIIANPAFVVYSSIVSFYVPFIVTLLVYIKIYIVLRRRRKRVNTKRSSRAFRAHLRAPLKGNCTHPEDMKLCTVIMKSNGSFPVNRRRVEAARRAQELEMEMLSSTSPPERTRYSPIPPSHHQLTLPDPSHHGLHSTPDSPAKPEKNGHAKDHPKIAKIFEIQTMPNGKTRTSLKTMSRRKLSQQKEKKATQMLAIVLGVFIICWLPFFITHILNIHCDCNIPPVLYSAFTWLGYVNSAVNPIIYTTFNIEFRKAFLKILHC
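Tetracycline-induced HEK293 T-REx cells with force-coupled D2 receptor, plated overnight at 30 C, loaded with no-wash calcium dye. After a 10 s baseline, compound was pin-added and calcium flux read kinetically for 180 s; calcium rises flagged agonists.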
D1 antag – blocks dopamine activation of the human D1 receptor; P21728; HEK293 TREx D1 cells, calcium flux, dopamine EC80; hits give low values; activity change, negative = inhibition, % at 10 µM; 360,000 tested, 3.2% active; AID 504652; in the data active = activity change below about -30%; also: % is scaled to controls: 0 for no effect and ±100 for the full control effect
Target sequence (P21728 whole entry, looked up): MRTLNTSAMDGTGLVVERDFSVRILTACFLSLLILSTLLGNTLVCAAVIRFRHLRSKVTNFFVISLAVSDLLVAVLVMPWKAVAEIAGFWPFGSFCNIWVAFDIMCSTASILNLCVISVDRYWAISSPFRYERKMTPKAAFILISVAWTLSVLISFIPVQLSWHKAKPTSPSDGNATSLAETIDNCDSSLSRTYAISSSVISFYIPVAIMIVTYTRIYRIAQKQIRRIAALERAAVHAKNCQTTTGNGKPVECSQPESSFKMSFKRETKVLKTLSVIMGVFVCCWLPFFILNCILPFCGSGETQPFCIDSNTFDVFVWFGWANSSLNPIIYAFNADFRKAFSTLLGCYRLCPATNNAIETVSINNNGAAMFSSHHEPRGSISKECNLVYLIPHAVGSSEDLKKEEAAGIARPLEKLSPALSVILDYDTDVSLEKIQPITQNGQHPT
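Cells carrying a force-coupled, tetracycline-inducible human D1 receptor report calcium flux. Each well gets a 10 s baseline, compound with 180 s monitoring, then an EC80 dopamine stimulus with a second 180 s kinetic read.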
RXFP1 ag – agonists of human relaxin receptor RXFP1. Q9HBX9. Potency, µM (highest dose often 57.5 µM), inactives show at the highest dose activation, hits mostly activators. AID 2676. HEK293T-RXFP1 cAMP TR-FRET, 30 min; response scale: percent of porcine relaxin response, buffer zero. 370,000 tested, 0.3% active; active = well fitted activation curve with a large enough effect; also: potency is read from the fitted curve at half-maximal effect; % is scaled to controls: 0 for no effect and ±100 for the full control effect; nearly all actives have a fitted effect of over 60% in size; many of its hits are not listed in these tables
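cAMP rise read by TR-FRET after 30 min, 37C compound exposure (up to 58 uM) in RXFP1-transfected HEK293 cells with Ro 20174 present. EC50 from Hill-equation fits, with 29 nM porcine relaxin as 100% and buffer as basal.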
TRHR enhancer – allosterically enhances the human TRH receptor. P34981. TRHR cells, fluo-8 calcium fluorescence, EC20 TRH enhancement. enhancement, % at 2 µM. 360,000 tested, 0.66% active. AID 493056; in the data active = enhancement above about 30%; also: 0% is about no effect
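TRHR-expressing cells loaded with fluo-8 calcium dye were read kinetically (ex 480/em 530) during compound addition, then stimulated with an EC20 of TRH (10 nM final). Enhancement of the Gq-mediated intracellular calcium response was scored.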
D1 agonist – human D1 receptor agonism | HEK293 T-REx D1 cells, calcium flux, agonist mode | activation, % at 2 µM | 360,000 tested, 1% active; in the data active = activation above about 30%; also: 0% is about no effect
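Inducible HEK293 T-REx D1 cells, force-coupled to calcium signalling, were plated at 4000 cells/well with tetracycline and held overnight at 30 C. After no-wash calcium dye loading, compound-evoked calcium rise over 180 s flagged agonists.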
D1 PAM – enhances dopamine response at the human D1 receptor; P21728; HEK293 TREx D1 cells, calcium flux, dopamine EC20 potentiation; potentiation, % at 10 µM; 360,000 tested, 0.036% active; AID 504651; in the data active = potentiation above about 30%; also: 0% is about no effect
RXFP1 antagonist – RXFP1 (human) relaxin receptor antagonism; activity change, negative = inhibition, % at 57.5 µM; AID 1259400; Q9HBX9; HEK293-RXFP1, relaxin-stimulated cAMP HTRF, 30 min; hits give low values; 350,000 tested, 0.59% active;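 active = activity change of -60% or lower, but not beyond a set lower limit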; also: % is scaled to controls: 0 for no effect and ±100 for the full control effect
D2 potentiator – D2 dopamine receptor (human) potentiation. HEK293 T-REx D2, calcium flux, EC20 dopamine potentiation. potentiation, % at 10 µM. 340,000 tested, 0.34% active. AID 485347;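 active = potentiation over 3 SD above the plate norm, cut at about 30% in these data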; also: 0% is about no effect
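Using a no-wash calcium dye in inducible, force-coupled HEK293 Trex cells expressing D2, we tracked fluorescence each second for 180 s after compound, then for 180 s after EC20 dopamine to detect augmented signalling.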
D2 antagonist – antagonizes the human D2 dopamine receptor; P14416; HEK293 TREx D2 cells, calcium flux, dopamine EC80; inhibition, % at 10 µM; 340,000 tested, 2% active; in the data active = inhibition above about 30%; also: 0% is about no effect
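Overnight-induced (tetracycline, 30 C) HEK293 T-REx cells carrying force-coupled D2 receive a no-wash calcium dye, then compound, then EC80 dopamine at 180 s; signals are read kinetically throughout.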
* hit, by the source's call; / = no result given; & = joins results of further samples. A portion of the library; rates above refer to the full screens.

SMILES | D2 agonist | D1 antag | RXFP1 ag | TRHR enhancer | D1 agonist | D1 PAM | RXFP1 antagonist | D2 potentiator | D2 antagonist
O=C(O)c1ccc(N/N=C/c2c(F)cccc2Cl)cc1 | -1.2 | -11 | -4.0% | 1 | 5 | 2 | -16 | 11 | 21
Cc1ccc(-n2nc(C)c3c2OC(N)=C(C#N)C3c2ccccc2F)cc1 (stereo not drawn) | 0.5 | 12 | -0.6% | 0 | -1 | -4 | 1 | 0 | -28
Nc1nc(SCc2ccccc2)[nH]c(=O)c1-c1ccccc1 | 0.4 | -1 | -1.4% | 0 | 2 | 8 | 2 | -14 | 11
N#CCCN(Cc1cccnc1)C(=O)Nc1ccc(Cl)c(Cl)c1 | -0.2 | -7 | 1.8% | -8 | 0 | -3 | -1 | -22 | 16
CCC(=O)N1CCc2cc(S(=O)(=O)NC(C(=O)Nc3ccc(C(C)=O)cc3)C(C)C)ccc21 (stereo not drawn) | 0.2 | -1 | 3.4% | -3 | 0 | 3 | -11 | 8 | /
CCc1ccc(NC(=S)NCC2CCCN2CC)cc1 (stereo not drawn) | / | -20 | -0.8% | 5 | 4 | -4 | -1 | / | /
CC(c1cccnc1)N(CCN(C)C)C(=O)Nc1ccc(Cl)cc1 (stereo not drawn) | 1.1 | 9 | 2.3% | 0 | 4 | / | / | 25 | 17
COc1ccnc(CSC(N)=Nc2cccc(C(F)(F)F)c2)c1 | -0.8 | -27 | 0.6% | 2 | 5 | -6 | / | 2 | 5
COC(=O)c1c(-c2cccs2)csc1NC(=O)COc1ccc(C)cc1 | -1.9 | -2 | 9.1% | 7 | 6 | 0 | 3 | -1 | /
c1cc2c3c(cccc3c1)C(N1CCOCC1)=N2 | 0.6 | -12 | 1.8% | 0 | 1 | -6 | -8 | -3 | 9
CCCC(=O)Nc1ccc(Cl)c(NC(=O)c2cccnc2)c1 | 0.4 | -16 | 0.8% | -3 | 3 | -3 | 9 | -8 | 14
Cc1cc(C)nc(NC(=NCCc2c[nH]c3ccccc23)NC(=O)C(C)(C)C)n1 | 0.2 | -55* | 3.6% | 2 | 3 | -18 | -13 | -5 | -9
CC(=O)N1CCN(c2ccc(NCc3ccc(C(C)C)cc3)cc2)CC1 | 0.7 | -51* | -0.6% | 5 | 26 | -13 | -1 | 5 | 3
CCCN(CCC)CCNC(=O)c1cc2c(-c3ccc(Cl)cc3)nn(C)c2s1 | 45* | 0&-16 | 2.8%&3.5% | 0&-1 | 9&28 | 0&3 | -4&2 | -16&-22 | 37*
COc1ccc(Cc2noc(CN3CCN(Cc4csc(C)n4)CC3)n2)cc1OC | -0.9 | 7 | 0.1% | -1 | 1 | 6 | -2 | 16 | -8
CCc1ccc(CN2CCN(C(=O)c3cccc(OC)c3OC)CC2)cc1 | -1.1 | -16 | 0.9% | 4 | 10 | -5 | -10 | 28 | -17
COc1ccc(-c2nnc(Sc3nc4ccccc4o3)c3ccccc23)cc1 | -2.7 | 19 | 0.4% | -6 | -2 | 2 | -12 | 10 | 16
CN(C(=O)CSc1nnc(-c2ccco2)n1Cc1ccccc1)C1CCS(=O)(=O)C1 (stereo not drawn) | 0.5 | -37* | 0.0% | 1 | 1 | 11 | 1 | -2 | 1
CC(C)Cn1c(=O)c(-[n+]2ccccc2)c([O-])c2ccccc21 | -1.6 | -2 | 0.9% | 4 | -1 | -4 | 0 | 18 | -7
CCCn1c(=O)c2sccc2n2c(CCCC(=O)Nc3cccc(CC)c3)nnc12 | 0.5 | -4 | 0.8% | -6 | 3 | -1 | -8 | -5 | /
CCCNC(=O)NCc1ccc(N2CCCC2=O)cc1 | 0.9 | 11 | 2.2% | -5 | 2 | -9 | -3 | -15 | 11
Cc1ccc(C)n1-n1cnc2sc(-c3ccccc3)cc2c1=O | 0.6 | -10 | 0.9% | 4 | -4 | -6 | -28 | 8 | 17
Cc1cccc(NS(=O)(=O)c2ccc(NC(=O)N3CCCC3)cc2)c1 | -1.3 | 16 | 3.2% | 2 | 2 | -1 | -4 | -3 | /
COc1ccc(C2(C(F)(F)F)NC(=O)N(C)C(=O)N2C)cc1 (stereo not drawn) | -0.2 | 1 | 0.2% | -2 | 2 | 1 | 17 | -5 | 4
Cc1cc(C)nc(N/N=C2/CCCC/C2=C\c2ccccc2)n1 | 1.0 | 7 | 1.1% | -1 | 1 | 1 | -11 | 9 | 6
SMILES | D2 agonist | D1 antag | RXFP1 ag | TRHR enhancer | D1 agonist | D1 PAM | RXFP1 antagonist | D2 potentiator | D2 antagonist
COc1cn(-c2ccccc2)nc1C(=O)NCc1ccc(C)cc1 | 1.0 | 10 | -3.4% | 5 | 1 | 10 | -5 | 9 | 10
Cc1cc(F)ccc1NC(=O)Cn1nc(N2CCN(c3ccccc3)CC2)ccc1=O | -0.2 | -2 | -1.5% | -3 | 2 | -3 | -4 | 3 | /
CN(C)S(=O)(=O)N(CCN1CCOCC1)Cc1ccccc1F | 0.9 | 1 | -0.1% | -3 | 2 | -4 | 5 | -2 | 5
Cc1ccc(-c2nnn(CC(=O)N(c3ccccc3F)C(C(=O)NCC3CCCO3)c3c[nH]c4ccccc34)n2)cc1 (stereo not drawn) | 0.3 | 0 | 3.4% | 8 | 3 | -4 | -11 | 6 | 1
O=C(Nc1nc2n(n1)C(c1ccc(F)cc1)C=C(c1ccccc1)N2)c1ccc(Cl)cc1 (stereo not drawn) | 0.3 | 6 | 1.5% | 0 | 2 | -2 | -3 | 3 | /
CC(C)OC(=O)c1c(NC(=O)c2cnn3c2NC(c2ccccc2)CC3C(F)F)sc2c1CCCC2 (stereo not drawn) | -0.6 | 3 | 0.4% | 21 | 1 | 1 | / | -2 | 13
CN1CCC(NC(=O)c2cccc(Oc3ccccc3)c2)CC1 | -0.8 | -18 | -1.6% | 6 | 5 | -4 | -1 | -8 | 70*
Cc1c(-c2ccccc2)n[nH]c1C(=O)N=Nc1c(O)[nH]c2ccccc12 | -0.3 | 4 | 1.3% | 2 | 5 | -5 | -16 | 5 | 9
O=C(CN(c1ccc2c(c1)OCCO2)S(=O)(=O)c1ccccc1)Nc1ccc2c(c1)OCO2 | 0.6 | -2 | -0.6% | -7 | 2 | 13 | -3 | 21 | 12
O=C(CN1C(=O)CCC1=O)NC(=O)NC1CCCC1 | -0.5 | 2 | -0.5% | 4 | 2 | -1 | -4 | -15 | 6
CCCc1ccc(S(=O)(=O)N/N=C\c2ccc3c(c2)OCO3)cc1 | 0.5 | -6 | 2.2% | 2 | 16 | -3 | -24 | -2 | -15
CCOc1cc(Cl)c(S(=O)(=O)NCCCN2CCOCC2)cc1Cl | 5.9 | 27 | 1.4% | 2 | 0 | -7 | -37 | / | -6
CC(=O)NNC(=O)CCn1nnc(-c2ccc(Cl)cc2)n1 | -0.7 | -15 | 1.7% | -4 | 1 | -2 | -3 | 10 | 12
CN1CCN(Cc2nc3c([nH]2)c(=O)[nH]c(=O)n3C)CC1 | 2.0 | -5 | 1.3% | -10 | 2 | -2 | -2 | -8 | 6
O=C(Nc1nccs1)C1CCCCN1S(=O)(=O)c1ccccc1 (stereo not drawn) | 0.9 | -23 | 1.9% | 4 | 2 | -6 | 6 | -5 | 13
CCOc1ccc(C(C(=O)NC2CCCCC2)N(C(=O)Cc2cccs2)c2ccc(-n3cnnn3)c(OC)c2)cc1 (stereo not drawn) | -0.1 | -3 | 1.3% | 3 | 10 | -7 | -4 | -1 | -20
CCCCNC(=O)CN1C(=O)NC(Cc2ccccc2)(Cc2ccccc2)C1=O | 0.9 | -8 | 0.0% | -10 | 0 | -1 | -6 | 2 | 2
O=C(Nc1ccc(Cl)cc1F)C1CCN(S(=O)(=O)c2cccnc2)CC1 | -0.4 | -6 | 1.5% | 6 | 4 | -5 | -2 | 4 | -7
CCOc1cc2[nH]c(=O)n(CCCC(=O)N3CCN(c4cccc(Cl)c4)CC3)c(=O)c2cc1OCC | 0.7 | -4 | -1.3% | 6 | 1 | -3 | -4 | -3 | /
Cc1ccc2c(c1)N(C(=O)CCC(=O)Nc1ccc(F)cc1F)CC(C)O2 (stereo not drawn) | / | -2 | -0.6% | -6 | 1 | -1 | -5 | 5 | /
O=C(NCc1ccc(C(=O)O)cc1)OCc1ccccc1 | -0.1 | -2 | -1.9% | 3 | 0 | 2 | -28 | 17 | -13
Cc1nnc(SCC(=O)NC2CCCCC2)s1 | 0.4 | 5 | 0.3% | 0 | 2 | -2 | 6 | 9 | 11
CC(/C=C/c1ccc2c(c1)OCO2)=N\NC(=O)c1ccccc1 | -0.3 | 2 | -1.9% | -7 | 0 | 2 | -12 | 9 | -11
COc1ccc2c(c1)S(=O)(=O)c1ccccc1N2 | -1.0 | 3 | -1.0% | 9 | 2 | 3 | 12 | 23 | 1
Cc1cccc2cc(C#N)c(NCCNC(=O)COc3ccccc3)nc12 | 3.6 | -5 | 0.3% | -4 | 4 | 0 | 0 | -6 | 7
SMILES | D2 agonist | D1 antag | RXFP1 ag | TRHR enhancer | D1 agonist | D1 PAM | RXFP1 antagonist | D2 potentiator | D2 antagonist
COc1ccc(CNC(=O)CN(c2ccc(C(C)C)cc2)S(=O)(=O)c2c(C)noc2C)cc1 | -0.3 | -16 | -1.4% | -11 | 14 | 2 | -4 | 9 | -20
Cc1ccc(S(=O)(=O)Nc2ccc(NC(=O)CN3CCCCC3)c(Cl)c2)cc1 | 6.4 | 17 | 0.1% | 0 | -2 | 4 | -14 | -30 | 25
Oc1c(N=NC(=S)Nc2ccccc2F)c2ccccc2n1Cc1ccccc1F | -0.3 | 21 | 0.3% | -3 | 1 | -1 | -2 | -20 | 16
Cc1nn(CCO)c(N)c1C1(O)C(=O)Nc2c(Cl)cc(Cl)cc21 (stereo not drawn) | 0.7 | 17 | -1.6% | 0 | 3 | 0 | 3 | 14 | -12
CN(Cc1ccc(OC(F)F)cc1)C(=O)c1ccc2c(=O)n3c(nc2c1)CCC3 | 1.3 | -13 | 0.7% | 17 | 0 | 6 | -14 | 4 | -4
COC(=O)c1c(C)nc(C)c(C(=O)OC)c1-c1ccsc1 | -1.1 | 2 | 3.2% | 11 | 4 | -4 | 5 | -8 | 5

D2 antagonist: entries above that show a hit
Structure | D1 antag | RXFP1 ag | TRHR enhancer | D1 agonist | D1 PAM | RXFP1 antagonist | D2 potentiator | D2 antagonist
CCCN(CCC)CCNC(=O)c1cc2c(-c3ccc(Cl)cc3)nn(C)c2s1 | 0&-16 | 2.8%&3.5% | 0&-1 | 9&28 | 0&3 | -4&2 | -16&-22 | 37*
CN1CCC(NC(=O)c2cccc(Oc3ccccc3)c2)CC1 | -18 | -1.6% | 6 | 5 | -4 | -1 | -8 | 70*

Pulled by structure from above:
SMILES | D2 agonist | D1 antag | RXFP1 ag | TRHR enhancer | D1 agonist | D1 PAM | RXFP1 antagonist | D2 potentiator | D2 antagonist
Cc1nn(CCO)c(N)c1C1(O)C(=O)Nc2c(Cl)cc(Cl)cc21 (stereo not drawn) | 0.7 | 17 | -1.6% | 0 | 3 | 0 | 3 | 14 | -12
Oc1c(N=NC(=S)Nc2ccccc2F)c2ccccc2n1Cc1ccccc1F | -0.3 | 21 | 0.3% | -3 | 1 | -1 | -2 | -20 | 16
